SIRT5 inh = inhibitors of human sirtuin-5 desuccinylase; inhibition, % at 15 µM; Q9NXA8; actives 1.1% (n = 330,000); Purified SirT5, succinyl-peptide AMC, trypsin-coupled fluorescence; in the data active = inhibition above about 15%
Target sequence (Q9NXA8 whole entry, looked up): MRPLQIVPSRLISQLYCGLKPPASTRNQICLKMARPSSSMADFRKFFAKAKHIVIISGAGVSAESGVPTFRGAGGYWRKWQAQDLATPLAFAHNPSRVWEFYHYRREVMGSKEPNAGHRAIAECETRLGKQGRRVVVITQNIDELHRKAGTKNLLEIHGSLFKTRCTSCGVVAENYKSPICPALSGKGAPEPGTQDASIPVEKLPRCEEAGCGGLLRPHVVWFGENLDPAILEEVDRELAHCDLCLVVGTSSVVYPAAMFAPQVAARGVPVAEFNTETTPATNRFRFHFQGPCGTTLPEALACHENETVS
FN deposition inh = fibronectin deposition inhibition; inhibition, % at 12.6 µM; actives 0.086% (n = 350,000); AH1F fibroblasts, Alexa488-fibronectin deposition fluorescence, overnight;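 active = mean inhibition across replicates of 30% or more, regardless of how many single replicates reach that level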;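 note: positive control wells lacked labelled fibronectin entirely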
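Measured by – fluorescence 485/525 nm · System – AH1F fibroblast monolayer, labelled fibronectin deposition · Amount – 10000 cells per well · Buffer or medium – serum-reduced DMEM (2% serum) · Doses – single dose, pinned · Also added – fluorescent fibronectin at 24 nM final · Schedule – 1 h cell attachment, overnight exposure to compound and label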
esBAF inh = SWI/SNF esBAF complex inhibition | AID 602393 | mouse ES cells, Bmi1-luciferase knock-in reporter, 24 h; 100% = twice the neutral-well signal | actives 2% (n = 350,000) | reporter increase, % at 12.5 µM; in the data active = activation above about 40%;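 note: 0% = median of the plate's neutral control wells and 100% = double that signal; a rise in the Bmi1 reporter signal indicates esBAF inhibition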
S100A4 MyoIIA = blocks human S100A4 binding to myosin IIA peptide | P26447 | S100A4/TAMRA-MyoIIA peptide fluorescence polarization | inhibition, % at 10.7 µM | actives 0.14% (n = 360,000) | AID 652163;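 active = mean inhibition of at least 70% across replicates, with every replicate also reaching that level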
Target sequence (P26447 whole entry, looked up): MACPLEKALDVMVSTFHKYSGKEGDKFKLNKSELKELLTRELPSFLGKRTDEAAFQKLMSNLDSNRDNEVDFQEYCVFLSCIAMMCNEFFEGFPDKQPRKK
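Test system: S100A4 monomer protein; Medium: HEPES pH 7.2 with CaCl2, KCl, NaCl, DTT, Triton; Probe or stimulus: TAMRA-labelled myosin IIA heavy-chain peptide probe, 5 nM; Doses: one dose per compound; Times: polarization read 5 min after assay mix addition, stable 5–60 min; Benchmarks: neutral control DMSO, positive control TFP.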
Casp6 inh = blocks human caspase-6 cleavage activity. P55212. purified caspase-6, Z-VEID-R110 cleavage fluorescence. inhibition, % at 12.5 µM. actives 0.53% (n = 350,000). AID 686996;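 active = mean inhibition across replicates at least about 35%, with every replicate also reaching that limit, limit read from the data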;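 note: 0% = median of neutral control wells and 100% = no fluorescence left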
Target sequence (P55212 24-179 limits assumed): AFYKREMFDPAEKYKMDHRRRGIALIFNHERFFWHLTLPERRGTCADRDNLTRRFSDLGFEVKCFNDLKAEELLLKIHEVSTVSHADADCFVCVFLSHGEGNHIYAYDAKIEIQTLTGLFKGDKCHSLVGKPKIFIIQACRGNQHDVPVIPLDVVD
Target sequence (P55212 194-293 limits assumed): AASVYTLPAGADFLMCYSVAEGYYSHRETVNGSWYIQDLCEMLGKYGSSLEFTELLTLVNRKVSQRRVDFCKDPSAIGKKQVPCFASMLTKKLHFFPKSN
Statin myotox sup = suppressors of simvastatin-induced myotoxicity in C2C12 myotubes; actives 0.78% (n = 330,000); rescue of ATP level, % at 7.49 µM; ATP luminescence, 48 h; scaled: DMSO 0, geranylgeraniol control 100;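 active = mean ATP rescue above about 67%, or every replicate alone reaching that limit, limit read from the data, passing the limit was not always enough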;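 note: myotubes were challenged with 10 µM simvastatin during compound exposure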
LGR2 inh = blocks bursicon-induced cAMP signaling via Drosophila LGR2. HEK293 LGR2, CRE-luciferase, bursicon-stimulated, 4 h. inhibition, % at 9.99 µM. actives 0.35% (n = 380,000). AID 720647;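 active = drop in luminescence signal, shown as inhibition above about 50% in the replicate tests, limit read from the data, passing the limit was not always enough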;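 note: agonist challenge used bursicon conditioned medium at about half maximal strength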
Active calls of the source: *; nt = no result given; & = joins results of further samples.

entry	Structure	SIRT5 inh	FN deposition inh	esBAF inh	S100A4 MyoIIA
1	CCc1ccc(NC(=O)c2cnc3scc(C)n3c2=O)cc1	-5	0	21	-4
2	CN1C(=O)c2cc(NC(=O)Cc3cccs3)ccc2OC[C@@H]2O[C@H](CC(=O)N[C@@H]3CCN(Cc4ccccc4)C3)CC[C@@H]21	-1	-3	-2	nt
3	Nc1nnc2cc(Cl)ccc2n1	nt	7	-13	-2
4	C[C@H]1CN([C@@H](C)CO)C(=O)c2cc(NS(=O)(=O)c3ccc(Cl)cc3)ccc2O[C@@H]1CN(C)C	8	nt	1	-3
5	CCN1CCC[C@H]1CNC(=O)c1c(OC)ccc(Br)c1OC	0	14	4	-4
6	COc1ccc(NC(=O)COC(=O)CO/N=C(\C)c2ccc3c(c2)OCO3)cc1S(N)(=O)=O	-3	2	3	-2
7	CCCN(C)C[C@@H]1OCc2cnnn2CCCC(=O)N([C@H](C)CO)C[C@@H]1C	0	-12	-3	-12
8	COc1cccc(CN(C)CC(=O)Nc2ccccc2C(C)C)c1	nt	0	nt	5
9	Cc1cc(C)c(C)c(S(=O)(=O)N2CCN(C(=O)c3cc(S(=O)(=O)N4CCOCC4)ccc3F)CC2)c1C	-2	nt	9	-1
10	O=C(COC(=O)c1cnc(Cl)c(Cl)c1)NCc1cccs1	-1	5	nt	-3
11	N#C/C(=C\c1ccc(OCc2cccc(C(=O)O)c2)cc1)C(=O)NCc1ccco1	0	6	nt	2
12	Cn1cccc1C(=O)NC(=O)COC(=O)CNS(=O)(=O)c1ccc(Br)cc1	nt	nt	-1	nt

entry	Casp6 inh	Statin myotox sup	LGR2 inh
1	-2	-17	3
2	nt	-10	-15
3	-9	4	nt
4	7	-12	-3
5	4	7	-1
6	3	9	17
7	-4	6	16
8	-2	nt	8
9	-2	-5	-32
10	1	nt	-42
11	17	nt	-2
12	nt	17	-6

Further entries follow.
entry	Structure	SIRT5 inh	FN deposition inh	esBAF inh	S100A4 MyoIIA
13	Fc1cccc(CSc2ccc3nnc(-c4cccnc4)n3n2)c1	nt	9	nt	4
14	COc1cccc(NC(=O)c2cc(-c3ccc(OC)cc3OC)nc3ccccc23)c1	-7	1	nt	-6
15	CC(C)[C@H](NC(=O)c1ccccc1Cl)C(=O)OCC(=O)Nc1ccc(S(=O)(=O)N2CCOCC2)cc1	nt	-6	-6	-5
16	CCOc1ccc(N(CC(=O)Nc2ccc(OC)cc2OC)S(=O)(=O)c2c(C)[nH]c(=O)[nH]c2=O)cc1	2	1	-3	-2
17	COc1cccc(SCc2noc(C(=O)NC(C)C)c2C(=O)O)c1	-1	-29	9	-3
18	O=S(=O)(Nc1ccc(Cl)cn1)c1ccccc1	-6	-1	nt	0
19	Cc1noc(C)c1C(=O)N(C)C[C@@H]1OCc2ccccc2-c2ccccc2C(=O)N([C@H](C)CO)C[C@@H]1C	8	-19	-4	4
20	Nc1nnc(SCC(=O)Nc2cc(F)ccc2F)s1	-2	7	3	-5
21	O=C(Nc1ccccc1C(F)(F)F)c1ccsc1	-6	nt	-6	2
22	Cc1cc(OCc2cc3c(cc2Cl)OCO3)c2c(C)cc(=O)oc2c1	1	9	nt	6
23	CC(=O)N[C@H]1C=C[C@H](CC(=O)NCC2CCCCC2)O[C@H]1CO	0	-1	-4	-11
24	CCCc1cc(C(=O)NCCc2ccccc2)no1	4	-9	50*	5

entry	Casp6 inh	Statin myotox sup	LGR2 inh
13	-2	nt	21
14	-5	nt	-9
15	4	-1	nt
16	0	2	-1
17	-1	11	-15
18	-1	nt	-36
19	-1	-10	-6
20	1	15	1
21	-3	4	-2
22	0	nt	-7
23	0	0	0
24	-1	2	-42

Other structures:
entry	Structure	SIRT5 inh	FN deposition inh	esBAF inh	S100A4 MyoIIA
25	COc1ccc(-n2nc(C(=O)NCC(=O)NCc3ccccc3OC)c3ccccc3c2=O)c(OC)c1	5	nt	nt	-18
26	O=S1(=O)N[C@@H](Cc2ccccc2)COc2cccc(N3CCC[C@H]3CO)c21	-4	-9	nt	-4
27	CC(=O)NC12CC3CC(C1)CC(C(=O)N1CCN(S(=O)(=O)c4cccs4)CC1)(C3)C2	-6	0	-8	1
28	CC1CCC2C(=O)N(c3cccc(OS(=O)(=O)c4ccccc4)c3)C(=O)C2C1 (stereo not given)	nt	9	7	-1
29	COc1ccc2c3c([nH]c2c1)[C@@H](CO)N(C(=O)CN(C)C)CC31CCN(Cc2ccncc2)CC1	-8	nt	nt	5
30	Cc1ccc(S(=O)(=O)N(C)C[C@H]2Oc3c(NC(=O)Nc4ccc5c(c4)OCO5)cccc3C(=O)N([C@@H](C)CO)C[C@@H]2C)cc1	5	nt	-1	-2
31	O=C(Cc1ccncc1)NCC[C@H]1CC[C@H](NC(=O)C2CCC2)[C@@H](CO)O1	0	nt	0	-2
32	CC(=O)c1ccc(Cc2ccc(C(C)=O)cc2)cc1	-1	-17	nt	-1
33	COc1cccc(CN(C)CC(=O)NC(=O)NCc2ccco2)c1	nt	-2	-2	nt
34	CC(C)NC(=O)N(C)C[C@@H]1Oc2ccc(NC(=O)NC3CCCCC3)cc2C(=O)N([C@H](C)CO)C[C@@H]1C	-6	nt	-2	-24
35	COc1cccc(C2c3[nH]c4ccccc4c3C[C@H]3C(=O)N(CCCCCO)CC(=O)N23)c1 (stereo not given in full)	-5	-1	4	0
36	C=C1C[C@]23C[C@@]1(O)CC[C@H]2[C@@]12C=C[C@H](O)[C@@](C)(C(=O)O1)[C@H]2[C@@H]3C(=O)O	0	0	-6&-2	-2&-4

entry	Casp6 inh	Statin myotox sup	LGR2 inh
25	-2	nt	3
26	-1	nt	13
27	2	-10	-15
28	1	-12	12
29	-17	nt	-16
30	-2	9	-8
31	0	-6	-8
32	1	nt	6
33	nt	2	nt
34	nt	-3	-11
35	-1	21	-6
36	-4&-2	0&0	-6

(listing goes on)
entry	Structure	SIRT5 inh	FN deposition inh	esBAF inh	S100A4 MyoIIA
37	C[C@@H]1CCCCO[C@H](CN(C)C(=O)c2ccccc2)[C@@H](C)CN([C@@H](C)CO)C(=O)c2cc(NS(=O)(=O)c3ccccc3)ccc2O1	0	-9	3	0
38	O=C(C[C@@H]1C=C[C@@H](NC(=O)NC2CCCCC2)[C@H](CO)O1)NCc1ccccc1	1	nt	-2	1
39	COc1ccc(COc2ccccc2C(N)=O)cc1F	-2	1	18	-6
40	CC1CC(C)CN(S(=O)(=O)c2ccc(C(=O)OCC(=O)Nc3ccccc3)cc2)C1 (stereo not given)	1	-6	1	-1
41	Cc1cccc(C)c1NC(=O)C1(C)CN(S(C)(=O)=O)CC(=O)N1CCCN1CCOCC1 (stereo not given)	1	-4	nt	-4
42	O=c1cc(-c2ccccc2)oc2cccc(O)c12	1	nt	45*	-5
43	Cn1c(CNc2ccccc2)cc(=O)n(C)c1=O	nt	-6	-10	nt
44	COc1ccccc1N=NC1C(=O)N(C(N)=S)N=C1C (stereo not given)	-4	-1	-2	-2
45	CCCNC(=O)NC[C@@H]1[C@H](c2ccc(C3=CCCCC3)cc2)[C@H](CO)N1C(C)=O	-1	-5	5	-6
46	COc1ccc(NC(=O)Nc2ccc3c(c2)C(=O)N([C@H](C)CO)C[C@H](C)[C@@H](CN(C)S(=O)(=O)c2ccccc2)OCCCC[C@@H](C)O3)cc1	9	1	13	-4
47	CCC(=O)Nc1cc(C)c(NC(=O)c2ccco2)cn1	nt	-2	5	nt
48	COCCNC(=O)c1ccc2c(=O)n(Cc3ccco3)c(SCC(=O)NC3CCCC3)nc2c1	nt	-5	-5	nt

entry	Casp6 inh	Statin myotox sup	LGR2 inh
37	0	nt	-2
38	8	5	0
39	0	109*	-15
40	4	4	-1
41	-9	nt	2
42	-4	6	-25
43	nt	2	nt
44	2	-1	1
45	0	5	-3
46	1	nt	8
47	nt	3	nt
48	nt	-1	nt

An excerpt of these results, as a markdown table.
| nr | molecule | SIRT5 inh | FN deposition inh | esBAF inh | S100A4 MyoIIA | Casp6 inh | Statin myotox sup | LGR2 inh |
| --- | --- | --- | --- | --- | --- | --- | --- | --- |
| 37 | C[C@@H]1CCCCO[C@H](CN(C)C(=O)c2ccccc2)[C@@H](C)CN([C@@H](C)CO)C(=O)c2cc(NS(=O)(=O)c3ccccc3)ccc2O1 | 0 | -9 | 3 | 0 | 0 | nt | -2 |
| 38 | O=C(C[C@@H]1C=C[C@@H](NC(=O)NC2CCCCC2)[C@H](CO)O1)NCc1ccccc1 | 1 | nt | -2 | 1 | 8 | 5 | 0 |
| 39 | COc1ccc(COc2ccccc2C(N)=O)cc1F | -2 | 1 | 18 | -6 | 0 | 109* | -15 |
| 40 | CC1CC(C)CN(S(=O)(=O)c2ccc(C(=O)OCC(=O)Nc3ccccc3)cc2)C1 (stereo not given) | 1 | -6 | 1 | -1 | 4 | 4 | -1 |
| 41 | Cc1cccc(C)c1NC(=O)C1(C)CN(S(C)(=O)=O)CC(=O)N1CCCN1CCOCC1 (stereo not given) | 1 | -4 | nt | -4 | -9 | nt | 2 |
| 42 | O=c1cc(-c2ccccc2)oc2cccc(O)c12 | 1 | nt | 45* | -5 | -4 | 6 | -25 |
| 43 | Cn1c(CNc2ccccc2)cc(=O)n(C)c1=O | nt | -6 | -10 | nt | nt | 2 | nt |
| 44 | COc1ccccc1N=NC1C(=O)N(C(N)=S)N=C1C (stereo not given) | -4 | -1 | -2 | -2 | 2 | -1 | 1 |
| 45 | CCCNC(=O)NC[C@@H]1[C@H](c2ccc(C3=CCCCC3)cc2)[C@H](CO)N1C(C)=O | -1 | -5 | 5 | -6 | 0 | 5 | -3 |
| 46 | COc1ccc(NC(=O)Nc2ccc3c(c2)C(=O)N([C@H](C)CO)C[C@H](C)[C@@H](CN(C)S(=O)(=O)c2ccccc2)OCCCC[C@@H](C)O3)cc1 | 9 | 1 | 13 | -4 | 1 | nt | 8 |
| 47 | CCC(=O)Nc1cc(C)c(NC(=O)c2ccco2)cn1 | nt | -2 | 5 | nt | nt | 3 | nt |
| 48 | COCCNC(=O)c1ccc2c(=O)n(Cc3ccco3)c(SCC(=O)NC3CCCC3)nc2c1 | nt | -5 | -5 | nt | nt | -1 | nt |

Further records follow:
entry	Structure	SIRT5 inh	FN deposition inh	esBAF inh	S100A4 MyoIIA
49	C/C=C/c1ccc([C@H]2[C@@H](CO)N(C(=O)C3CC3)[C@H]2CN(C)C(=O)CC2CC2)cc1	-2	-4	4	nt
50	CC(=O)OCC(=O)Nc1ccc(Cl)cc1Cl	nt	nt	4	nt
51	C=CCn1nnnc1-c1cc(Cl)cc(Cl)c1	nt	3	nt	3
52	COc1cccc(OCC(O)CN2CCN(c3ccc(Cl)cc3)CC2)c1 (stereo not given)	-6	-1	-2	-8
53	COc1ccc(Cc2nnc(NC(=O)c3cc(OC)c(OC)c(OC)c3)s2)cc1	2	6	-9	-3
54	CC(=O)Nc1ccc(C(C)=NNC(=O)C2CCCC2)cc1	3	-4	-1	-2
55	CCOc1ccc(NC(=O)Nc2ccon2)cc1	-2	0	30	-1
56	CCCNC(=O)C[C@H]1CC[C@@H]2[C@H](COC[C@@H](O)CN2Cc2cccc(F)c2)O1	1	-9	0	-5
57	C[C@@H]1CCCCO[C@@H](CN(C)S(=O)(=O)c2cn(C)cn2)[C@@H](C)CN([C@@H](C)CO)C(=O)c2cc(NS(=O)(=O)c3ccc(F)cc3)ccc2O1	0	3	1	17

entry	Casp6 inh	Statin myotox sup	LGR2 inh
49	nt	-3	-5
50	nt	-6	11
51	1	nt	4
52	-2	24	-7
53	5	0	8
54	0	-5	-4
55	1	-15	-16
56	-3	1	0
57	0	22	4

Screening data deposited in PubChem by Broad Institute.

Some of the compounds tested; count on the stated rates, not on these rows.
